From PubChem BioAssay
MmCpn inh – blocks the Methanococcus maripaludis chaperonin Mm-Cpn; Potency, µM (highest dose often 76.9 µM), inactives show top-dose activity, negative = inhibition, usual class: inhibitors; 0.031% of 330,000 active; purified Mm-Cpn ATPase, ADP Transcreener TR-FRET; note: potency is the fitted concentration of half-maximal effect; % is set by controls: 0 for no effect and ±100 for the full control effect; nearly all actives have a fitted effect of over 80% in size
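Quantitative HTS used 25 nM Mm-CPN and 10 uM ATP in magnesium/KCl Tris buffer, pH 7.4, with 1 mM DTT. Hydrolysis ran 30 min at 37°C; ADP was read by HTRF.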
EPAC1 antagonist – antagonists of human EPAC1. Potency, µM (titrated, usually from 115 µM), for inactives: at the highest dose activity change, negative = inhibition, most hits filed as inhibitors. EPAC1 GEF assay, Rap1b-BODIPY-GDP exchange fluorescence. O95398. 0.14% of 360,000 active;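 note: potency is the fitted concentration of half-maximal effect; plate controls were vehicle for no effect and positive control for full effect; nearly all actives have a fitted effect of over 50% in size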
Target sequence (O95398 whole entry, looked up): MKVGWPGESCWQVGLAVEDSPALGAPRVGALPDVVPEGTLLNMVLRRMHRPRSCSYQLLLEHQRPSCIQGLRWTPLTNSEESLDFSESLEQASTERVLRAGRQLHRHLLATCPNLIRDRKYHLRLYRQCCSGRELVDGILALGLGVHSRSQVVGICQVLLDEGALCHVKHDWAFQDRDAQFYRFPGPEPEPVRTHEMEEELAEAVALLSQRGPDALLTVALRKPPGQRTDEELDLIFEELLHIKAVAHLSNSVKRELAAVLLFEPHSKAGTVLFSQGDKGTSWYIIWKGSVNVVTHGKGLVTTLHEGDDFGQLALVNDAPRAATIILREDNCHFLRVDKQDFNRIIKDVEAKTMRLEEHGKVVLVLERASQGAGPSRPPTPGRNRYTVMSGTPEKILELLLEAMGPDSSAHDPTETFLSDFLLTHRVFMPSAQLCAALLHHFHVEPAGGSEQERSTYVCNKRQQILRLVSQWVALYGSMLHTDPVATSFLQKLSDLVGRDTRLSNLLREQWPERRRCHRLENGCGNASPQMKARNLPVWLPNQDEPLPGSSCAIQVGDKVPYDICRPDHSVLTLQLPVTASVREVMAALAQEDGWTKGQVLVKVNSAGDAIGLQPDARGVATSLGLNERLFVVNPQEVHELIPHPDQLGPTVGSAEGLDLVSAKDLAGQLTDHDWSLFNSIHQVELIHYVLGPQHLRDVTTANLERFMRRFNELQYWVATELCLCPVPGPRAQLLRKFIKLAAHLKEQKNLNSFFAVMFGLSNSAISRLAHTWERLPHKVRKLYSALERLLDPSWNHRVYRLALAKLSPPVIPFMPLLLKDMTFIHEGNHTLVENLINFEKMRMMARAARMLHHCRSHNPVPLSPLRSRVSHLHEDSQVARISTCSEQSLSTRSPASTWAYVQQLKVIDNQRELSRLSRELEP
EPAC2 antag – antagonists of human EPAC2; EPAC2 GEF exchange of Rap1B-BODIPY-GDP, fluorescence; 0.18% of 360,000 active; Potency, µM (highest dose often 114 µM), without a hit: at the highest dose activity, negative = inhibition, actives largely listed as inhibitors; note: potency is the fitted concentration of half-maximal effect; % is set by controls: 0 for no effect and ±100 for the full control effect; nearly all actives have a fitted effect of over 45% in size; many of its hits are not listed in these tables
PLK1 PBD inh – PLK1 (human) polo-box domain binding inhibition. 2.8% of 360,000 active. Plk1 PBD binding of FITC phosphopeptide, fluorescence polarization. Potency, µM, for the others: max response, negative = inhibition, usual class: inhibitors; note: potency is the fitted concentration of half-maximal effect; series mostly up to about 57 µM; % is set by controls: 0 for no effect and ±100 for the full control effect; nearly all actives have a fitted effect of over 65% in size
EPAC1 ag – activates human EPAC1 exchange factor. O95398. EPAC1 agonist qHTS, biochemical assay; response scale: 100% = response to 6.5 mM cAMP. Potency, µM (series often up to 154 µM), without a hit: at the top dose activation, most hits filed as activators. 0.073% of 360,000 active. AID 720707; note: potency is the fitted concentration of half-maximal effect; nearly all actives have a fitted effect of over 60% in size
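Read-out is the fluorescence drop as BODIPY-GDP leaves Rap1B (480 nm excitation, 540 nm emission), recorded every 5 minutes over 30 minutes. Reactions held 100 nM EPAC1, 250 nM Rap1B–BODIPY-GDP and 50 uM GDP, with 6.5 mM cAMP setting full activation.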
PI5P4K alpha inh – PI5P4K alpha (human) kinase inhibition. P48426. PI5P4Kalpha enzyme, ADP-Glo luminescence, 60 min; active compounds read low. max response, %. 1.2% of 330,000 active; active = max response of -50% or lower; inconclusive = between -30% and -50%; inactive = -30% or higher; note: value at the top dose of about 77 µM; % is set by controls: 0 for no effect and ±100 for the full control effect
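Human PI5P4Kalpha with substrate in 0.038 M HEPES pH 7.4, 0.28 mM EGTA, 0.1% CHAPS, 5% DMSO; reaction started with 5 microM ATP (final), 60 min at room temperature. ADP formed read by ADP-Glo luminescence.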
CCT modulator – modulators of cytosolic chaperonin (CCT/TRiC) activity; purified chaperonin ATPase assay, HTRF ADP detection, 30 min; activity change, % (test concentration not listed), hits read low; 0.3% of 360,000 active; in the data active = activity change below about -30%; note: % is set by controls: 0 for no effect and ±100 for the full control effect
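Enzyme 40 or 20 nM (batch-dependent) in Tris pH 7.4/KCl/MgCl2/DTT; cpd 76 uM single point; ATP 10 uM; 30 min 37 °C; Transcreener ADP HTRF detection, 30 min RT; ratio 665/615.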
WRN helicase inh – inhibitors of human WRN helicase; AID 651768; 0.46% of 360,000 active; Q14191; WRN helicase unwinding, fluorescent forked duplex, kinetic; Potency, µM (doses to about 114 µM), for inactives: at the highest dose activity change, negative = inhibition, usual class: inhibitors; note: potency is the fitted concentration of half-maximal effect; % is set by controls: 0 for no effect and ±100 for the full control effect; nearly all actives have a fitted effect of over 55% in size
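Kinetic fluorescence helicase assay: unwinding of a quenched forked DNA duplex (100 nM final) with 2 mM ATP final raises red fluorescence (525/598 nm). Compounds sat 15 min at room temperature with 20 nM WRN beforehand.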
Active calls of the source: *; ? = inconclusive; . = not tested or not shown; & = joins results of further samples; [ ] = another dose, or the depositor's remark. Unless noted, calls come from the whole dose curve; as a rule, active = well fitted curve in the direction sought with a large enough effect; inconclusive = small, poorly fitted or top-dose-only effect, or another doubt; inactive = no such curve, though single readings can be large; an effect the other way counts as inactive or inconclusive. An excerpt. The share of hits here may be higher or lower than overall.

molecule	MmCpn inh	EPAC1 antagonist	EPAC2 antag	PLK1 PBD inh	EPAC1 ag	PI5P4K alpha inh	CCT modulator	WRN helicase inh
O=C(Nc1nc(-c2ccccn2)cs1)c1ccc(Cl)s1	-3%	-12%	2%	-5%	3%	-6	0.7	-10%
COc1ccc(N=C(NN)c2ccc3ccccc3n2)cc1	1%	-15%	-2%	12µM*	-5%	1	-3.2	-5%
C(=N\N1CCN(c2ccccn2)CC1)/C1=C(N2CCOCC2)C(=C/c2ccccc2)/CC1	-2%	-2%	19%	-2%	-5%	0	2.8	-5%
CCN(CC)CCNC(=O)CCc1c(C)nc2c(c(C)nn2-c2ccc(C)c(C)c2)c1C	0%	3%	14%	2%	2%	2	0.4	4%
CN(Cc1nc2ccc(F)cc2[nH]1)Cc1nc(CC2CC2)no1	-1%	8%	-5%	4%	-7%	-1	0.5	0%
CCCCNC(=O)COC(=O)c1ccc(C)c(NC(=O)c2ccco2)c1	0%	-12%	1%	-8%	1%	8	-28	5%
COc1ccccc1NC(=O)Nc1cccc(C)n1	-1%	-7%	4%	-5%	0%	0	-1.3	-1%
CCOC(=O)C1(CC2CC2)CCN(Cc2cnc(-c3ccc(OC)cc3)nc2)CC1	-5%	?	-15%	-1%	-6%	18	0.3	-6%
CCCN(CC(=O)Nc1ccccc1C)C(=O)/C=C/c1cccs1	-25%	6%	11%	0%	-1%	2	1.6	3%
Brc1cccc(-c2nc(-c3ccncc3)no2)c1	-22%	13%	5%	-1%	-1%	0	0.6	-5%

(continued)
molecule	MmCpn inh	EPAC1 antagonist	EPAC2 antag	PLK1 PBD inh	EPAC1 ag	PI5P4K alpha inh	CCT modulator	WRN helicase inh
CC(=O)C1=C(O)C(=O)N(CCc2c[nH]c3ccccc23)C1c1cccc(O)c1 (stereo not given)	-1%	5%	2%	-4%	-3%	-11	0.7	-2%
Nc1nc2ccccc2n1CCOc1ccc(Cl)cc1	1%	-21%	-9%	-20%	2%	-5	-2.6	-33%
Cn1nc(C(C)(C)C)cc1C(=O)NCc1ccc(N2CCCC2=O)cc1	2%	9%	0%	-8%	5%	.	0.8	-3%
COC(=O)C1CC2=C(CCC2=O)N(c2ccccc2)C1=O (stereo not given)	.	-5%	8%	-4%	16%	1	0.6	-3%
Cc1ccc(S(=O)(=O)N2CC(CO)=CCC2c2ccccc2)cc1 (stereo not given)	.	0%	-12%	0%	0%	2	.	-5%
CCN1C[C@@H]2[C@@H]3C(=O)N(C)C(=O)[C@@H]3[C@](Cc3ccccc3)(C1=O)N2C(=O)c1ccc(F)cc1	.	5%	0%	-3%	-4%	-1	0.2	2%
Cc1ccccc1OCC(=O)Nc1ccc2c(c1)n(C)c(=O)n2C	0%	?	-4%	-3%	-2%	4	-0.3	-3%[57.1 µM]
CCN1C(=NCc2ccc(OC)cc2)N[C@@H](CCc2ccccc2)[C@H](C(=O)NCc2ccc(OC)cc2)[C@H]1C	1%&1%	-5%	17%	6%	-8%	1	-0.2	4%
Cc1cccc(C(CC(=O)NCc2ccco2)c2ccccc2)c1O (stereo not given)	1%	-25%	-19%	-19%	-3%	-9	2.4	-3%
O=S1(=O)c2cccc3cccc(c23)N1Cc1nnc(-c2ccccc2Br)o1	-26%	2%	-1%	-21%	3%	-20	-1.7	5%

Remaining list, next part.
molecule	MmCpn inh	EPAC1 antagonist	EPAC2 antag	PLK1 PBD inh	EPAC1 ag	PI5P4K alpha inh	CCT modulator	WRN helicase inh
CCOc1ccccc1N1C(=O)c2cccnc2C1=O	0%	1%	13%	7%	-24%	3	1.7	0%
O=C(NCC1CCCO1)C(c1cccnc1)N(C(=O)Cc1cccs1)c1ccccc1 (stereo not given)	-2%	15%	4%	-7%	4%	.	-1.0	-6%
N#C/C(=C\c1ccccc1)c1nc2ncccc2[nH]1	1%	8%	1%	2%	12%	8	0.4	-13%[57.1 µM]
CC1=C(C(=O)OCCCCCl)C(c2cc3c(cc2Br)OCO3)NC(=O)N1 (stereo not given)	-1%	-13%	-24%	-3%	-2%	1	0.1	-3%
COc1cc(/C=C2/C(=O)NN(c3cccc(C)c3)C2=O)ccc1OC(=O)c1ccco1	0%	-2%	19%	3µM*	1%	-19	-1.1	45µM*
CCOC(=O)[C@]12CCC=C1N(Cc1ccco1)C(=O)[C@H](CC(=O)N1CCSCC1)C2	.	-20%	-6%	-15%	-1%	-3	1.5	-18%
COc1ccc(CCNC(=O)C(=O)NCC2CCCO2)cc1OC (stereo not given)	2%	-2%	13%	-7%	0%	.	-0.9	5%
COc1ccc(NC(=O)C[C@H]2C(=O)N(Cc3ccccc3)C[C@@H]2CSC)cc1	.	-15%	-2%	-2%	2%	5	1.5	-12%
CN(Cc1cccc(F)c1)C(=O)CN1CCN(S(=O)(=O)c2ccc3c(c2)OCCCO3)CC1	-1%	-2%	0%	-6%	11%	-2	0.2	-3%
CC1(C)CC(NC(=O)c2cccc(S(=O)(=O)N(Cc3ccccc3)c3ccccc3)c2)CC(C)(C)N1	1%	3%	-7%	-10%	1%	2	-3.3	-4%

Going on with the list.
molecule	MmCpn inh	EPAC1 antagonist	EPAC2 antag	PLK1 PBD inh	EPAC1 ag	PI5P4K alpha inh	CCT modulator	WRN helicase inh
COc1ccccc1CN1CCCC(N2CCN(c3ccc(F)cc3)CC2)C1 (stereo not given)	-2%	-7%	2%	-6%	6%	5	-0.4	5%
Cc1ccc(S(=O)(=O)N(C)c2ccc(C(=O)N3CCOCC3)cc2)cc1	1%	0%	2%	-4%	-10%	1	-1.2	4%
CCC1Oc2ccc(C)cc2N(CC(=O)NCCN2CCCCCC2)C1=O (stereo not given)	-1%	3%	-3%	-10%	6%	.	-0.1	2%
COc1cccc(CNC(=O)C(=O)NCC2OCCCN2S(=O)(=O)c2cc(C)ccc2C)c1 (stereo not given)	0%	2%	2%	1%	5%	2	-0.1	-4%
CC(C)Cn1c(N)c(C(=O)COC(=O)CC23CC4CC(CC(C4)C2)C3)c(=O)n(C)c1=O	-2%	0%	-9%	4%	19%	20	-0.8	-10%
CC(=O)Nc1cc(-c2cccc(F)c2)cn2c(-c3ccc(F)cc3)cnc12	.	-22%	-3%	-6%	-23%	-5	0.0	-12%
CNC(=S)NNC(=O)c1cccn(Cc2cccc(Cl)c2)c1=O	2%	-14%	5%	-3%	0%	.	-3.4	2%
COc1ccc(OC)c(CC(=O)NC(c2ccccc2)c2ccccc2)c1	-1%	-7%	4%	4%	-3%	-1	0.1	9%[57.1 µM]
COc1ccc(-c2noc(Cn3cc(S(=O)(=O)N4CCCC4)ccc3=O)n2)cc1	0%	8%	0%	6%	-1%	-2	-3.8	2%
COc1ccc(C(=O)N2CCCC(CO)(Cc3ccccc3C)C2)o1 (stereo not given)	-1%	0%	3%	-15%	-4%	-6	-0.1	-28%

Other results.
molecule	MmCpn inh	EPAC1 antagonist	EPAC2 antag	PLK1 PBD inh	EPAC1 ag	PI5P4K alpha inh	CCT modulator	WRN helicase inh
OCCNCC(O)Cn1c2ccccc2c2ccccc21 (stereo not given)	0%	16%	8%	-6%	-1%	-5	0.5	4%
Cc1ccc(C)c(NC(=O)CN(C)C(=O)CSC(C)C(=O)Nc2cc(C)on2)c1 (stereo not given)	2%	3%	-5%	-16%	-6%	3	-1.1	-26%
COc1ccc(OC(=O)c2ccc(Cl)cc2)c(C(C)=O)c1	-3%	-13%	-26%	-7%	-7%	-4	1.8	-16%
O=C(O)c1cc(Br)ccn1	3%	?	3%	-4%	-2%	3	0.5	-31%[57.1 µM]
CCN(CC)S(=O)(=O)c1ccc(N2CCOCC2)c(NC(=O)CN2C(=O)NC(C)(c3ccccc3)C2=O)c1 (stereo not given)	-4%	-16%	-4%	-1%	2%	-1	1.0	4%
O=C1C(c2ccccc2)C2C=CC(C2)N1O (stereo not given)	.	-6%	-12%	-15%	2%	0	0.7	-3%
O=C(Cc1ccc(Br)cc1)N1CCN(c2ccccc2O)CC1	0%	17%	-1%	-6%	0%	0	-0.7	9%

Molecules listed so far containing four or more nitrogen atoms (11):
molecule	MmCpn inh	EPAC1 antagonist	EPAC2 antag	PLK1 PBD inh	EPAC1 ag	PI5P4K alpha inh	CCT modulator	WRN helicase inh
COc1ccc(N=C(NN)c2ccc3ccccc3n2)cc1	1%	-15%	-2%	12µM*	-5%	1	-3.2	-5%
C(=N\N1CCN(c2ccccn2)CC1)/C1=C(N2CCOCC2)C(=C/c2ccccc2)/CC1	-2%	-2%	19%	-2%	-5%	0	2.8	-5%
CCN(CC)CCNC(=O)CCc1c(C)nc2c(c(C)nn2-c2ccc(C)c(C)c2)c1C	0%	3%	14%	2%	2%	2	0.4	4%
CN(Cc1nc2ccc(F)cc2[nH]1)Cc1nc(CC2CC2)no1	-1%	8%	-5%	4%	-7%	-1	0.5	0%
Cn1nc(C(C)(C)C)cc1C(=O)NCc1ccc(N2CCCC2=O)cc1	2%	9%	0%	-8%	5%	.	0.8	-3%
CCN1C(=NCc2ccc(OC)cc2)N[C@@H](CCc2ccccc2)[C@H](C(=O)NCc2ccc(OC)cc2)[C@H]1C	1%&1%	-5%	17%	6%	-8%	1	-0.2	4%
N#C/C(=C\c1ccccc1)c1nc2ncccc2[nH]1	1%	8%	1%	2%	12%	8	0.4	-13%[57.1 µM]
CNC(=S)NNC(=O)c1cccn(Cc2cccc(Cl)c2)c1=O	2%	-14%	5%	-3%	0%	.	-3.4	2%
COc1ccc(-c2noc(Cn3cc(S(=O)(=O)N4CCCC4)ccc3=O)n2)cc1	0%	8%	0%	6%	-1%	-2	-3.8	2%
Cc1ccc(C)c(NC(=O)CN(C)C(=O)CSC(C)C(=O)Nc2cc(C)on2)c1 (stereo not given)	2%	3%	-5%	-16%	-6%	3	-1.1	-26%
CCN(CC)S(=O)(=O)c1ccc(N2CCOCC2)c(NC(=O)CN2C(=O)NC(C)(c3ccccc3)C2=O)c1 (stereo not given)	-4%	-16%	-4%	-1%	2%	-1	1.0	4%
